CendR NRP1 mod – NRP-1/CendR interaction modulation. FAM-RPARPAR peptide binding to NRP-1, fluorescence polarization. inhibition, % at 25 µM. O14786. 360,000 tested, 0.85% active;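 active means inhibition or corrected inhibition above about 18%, plus a signal ratio from 0.5 to 1.5, limit read from the data, passing the limit was not always enough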; further: strong numbers were not always called active
PABP1 MLLE inh – blocks PAM2 peptide binding to the PABP1 MLLE domain | P11940 | GST-MLLE / FITC-PAM2 fluorescence polarization | inhibition, % at 20 µM | 360,000 tested, 0.36% active | AID 588489; in the data active means inhibition above about 35%, passing the limit was not always enough;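 further: plate controls were DMSO wells with GST-MLLE for no effect and wells lacking GST-MLLE protein for full effect; some results filed as inactive read as strong as hits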
MsrA inhibitor – bovine MsrA inhibition; purified bovine MsrA, absorbance read-out; 360,000 tested, 0.75% active; AID 651718; inhibition, % at 15.5 µM; in the data active means inhibition above about 4.5%;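 further: 0% = vehicle wells with enzyme and 100% = reference inhibitor wells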
TbMetRS inhib – Trypanosoma brucei MetRS inhibition | inhibition, % at 11.9 µM | 360,000 tested, 0.4% active | purified T. brucei MetRS, ATP depletion, Kinase-Glo luminescence;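 active means inhibition above a per-plate cutoff of the control wells' mean inhibition plus 3 SD, cut at about 5.5% in these data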;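 further: 0% = DMSO wells median and 100% = median of wells with control inhibitor compound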
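Test system: purified T. brucei MetRS enzyme. Also added: ATP, methionine and E. coli bulk tRNA substrates. Compound: 11.9 µM single point. Schedule: 15 min enzyme-compound preincubation, 2 h reaction, 10 min detection, 25 °C. Signal: luciferase luminescence of residual ATP, Kinase-Glo. Evaluation: percent inhibition versus plate control medians. Controls: DMSO wells, low control.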
MsrA act – bovine methionine sulfoxide reductase A activation. purified bovine MsrA, absorbance read-out. activation, % at 10.6 µM. 360,000 tested, 0.3% active. AID 602163; in the data active means activation above about 7.5%;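 further: 0% = vehicle and 100% = reference activator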
eLon inh – inhibitors of E. coli Lon protease | AID 602123 | purified E. coli Lon protease, fluorescence polarization | P0A9M0 | inhibition, % at 7.94 µM | 360,000 tested, 0.42% active; in the data active means inhibition above about 13%, passing the limit was not always enough;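 further: 0% = enzyme with probe and DMSO and 100% = no enzyme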
Target sequence (P0A9M0 whole entry, looked up): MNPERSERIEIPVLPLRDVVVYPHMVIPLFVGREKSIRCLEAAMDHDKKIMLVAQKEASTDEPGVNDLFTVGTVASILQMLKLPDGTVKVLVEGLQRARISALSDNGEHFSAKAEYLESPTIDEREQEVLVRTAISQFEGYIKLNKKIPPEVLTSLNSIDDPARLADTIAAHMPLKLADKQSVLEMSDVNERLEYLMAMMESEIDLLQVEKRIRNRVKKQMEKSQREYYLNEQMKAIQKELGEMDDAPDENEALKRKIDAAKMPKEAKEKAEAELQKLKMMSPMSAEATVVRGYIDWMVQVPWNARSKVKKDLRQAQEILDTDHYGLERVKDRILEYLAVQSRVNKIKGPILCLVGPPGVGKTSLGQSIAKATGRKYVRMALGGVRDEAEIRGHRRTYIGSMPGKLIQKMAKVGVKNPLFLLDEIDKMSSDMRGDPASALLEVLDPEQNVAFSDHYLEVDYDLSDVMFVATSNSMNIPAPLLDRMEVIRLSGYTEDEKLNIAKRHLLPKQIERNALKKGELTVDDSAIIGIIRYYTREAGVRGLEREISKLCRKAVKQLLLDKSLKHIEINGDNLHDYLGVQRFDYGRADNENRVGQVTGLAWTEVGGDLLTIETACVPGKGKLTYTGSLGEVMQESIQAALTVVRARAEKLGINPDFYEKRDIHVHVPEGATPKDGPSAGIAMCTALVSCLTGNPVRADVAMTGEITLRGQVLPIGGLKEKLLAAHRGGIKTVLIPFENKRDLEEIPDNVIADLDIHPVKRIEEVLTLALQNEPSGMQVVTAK
MT1-MMP act inh – inhibitors of human MT1-MMP activation. 360,000 tested, 0.061% active. HT1080 RFP-PRO-GFP cells, GFP/RFP ratio fluorescence, overnight; percent of plate control window, DMSO zero. P50281. GFP/RFP ratio change, % at 20 µM;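 active means GFP/RFP ratio change of at least 30% with cell ATP level not reduced by more than half and red fluorescence within 50% of control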; further: strong numbers were not always called active
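system = RFP-PRO-GFP reporter HT1080 cells | dosing = 20 µM single dose, 1% DMSO | timing = overnight cell settling, then overnight compound exposure, 37 °C, 5% CO2 | read-out basis = GFP/RFP fluorescence ratio | controls = DMSO and RFP-L50D-GFP cell wells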
SKN-1 block – C. elegans SKN-1 inhibition | AID 624304 | inhibition, % at 21.8 µM | 360,000 tested, 0.49% active | C. elegans VP596 Pgst-4::GFP/RFP ratio, acrylamide-induced, 24 h;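 active means interference check ratio from 0.5 to 1.5 plus GFP to RFP signal ratio inhibition reaching or exceeding a fixed threshold, cut at about 30% in these data, passing the limit was not always enough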; further: some compounds called inactive have numbers as strong as hits
FAS-TE inh – inhibitors of human fatty acid synthase thioesterase domain; recombinant FAS-TE, OMFH fluorogenic substrate, fluorescence endpoint; inhibition, % at 15 µM; 360,000 tested, 0.67% active;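 active means compounds whose normalised, plate-corrected inhibition of enzyme fluorescence in the single-dose primary screen is 50% or more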;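 further: 0% = DMSO with enzyme and 100% = substrate without enzyme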
* hit, by the source's call.

item	Compound	CendR NRP1 mod	PABP1 MLLE inh	MsrA inhibitor	TbMetRS inhib	MsrA act	eLon inh	MT1-MMP act inh	SKN-1 block	FAS-TE inh
1	O=C(COC(=O)CCc1ccc(S(=O)(=O)N2CCOCC2)cc1)NC(=O)NC1CCCCC1	-2	4	0.8	-0.3	-2	12	-2	1	11
2	O=C(CO/N=C/c1ccccc1O)NNC(=O)c1ccccc1Cl	10	-5	2.5	-0.2	-2	4	1	18	-3
3	CC(=O)Nc1sc(C)c(C)c1C(=O)OCC(=O)Nc1ccc(S(N)(=O)=O)cc1	-27	-9	-0.9	-0.2	-5	-6	-2	3	0
4	Cc1ccc(OCc2nnc(SC(C)C(=O)O)n2Cc2ccccc2)cc1 (stereo not drawn)	4	-83	-0.4	-0.3	-2	-2	0	5	-3
5	O=C(C1CC1)N1N=C(C2CCCCC2)CC1(O)C(F)(F)F (stereo not drawn)	4	8	0.9	-0.3	-7	-5	4	6	-2
6	Cn1c(=O)c2c(nc(Oc3cccc(O)c3)n2C)n(C)c1=O	5	1	-0.6	-3.5	-5	4	-8	-6	-1
7	COc1ccc(-c2noc(CSc3nc4sc(C)c(C)c4c(=O)n3-c3ccccc3)n2)cc1	8	4	-1.2	-0.1	-1	-9	-7	2	13
8	Cc1ccc2c(c1)N(CC(=O)NCCCN1CCOCC1)C(=O)c1cccnc1O2	4	-8	-1.0	-0.2	-7	3	6	8	-8
9	Cc1ccc(NC(=O)/C(=C\c2ccc3c(c2)OCO3)NC(=O)c2ccco2)cc1	-23	-3	4.5*	-1.4	-7	-4	-1	-26	-1
10	COc1cc(CNc2nc(C)c([N+](=O)[O-])c(C)c2C#N)cc(OC)c1	5	2	1.4	-0.4	0	-4	0	19	30
11	COC(=O)c1ccccc1C(=O)N1CCOCCOCCOCC1	15	-1	-0.3	-0.3	-8	-12	0	9	-13
12	O=C(O)CCC(=O)Nc1ccccc1Oc1ccccc1	-2	1	2.5	-0.5	-4	-14	-1	0	-5
13	OC(COc1ccc(Br)cc1)CN1CCN(c2ccccc2)CC1 (stereo not drawn)	12	2	-0.3	-0.1	2	4	2	1	1
14	Cc1cc(NC(=O)C(C)SCC(=O)Nc2nc3c(F)cc(F)cc3s2)no1 (stereo not drawn)	-42	-21	-0.6	-0.2	-2	-9	-9	-19	-5
15	COc1ccc(C(=O)Nc2ccccc2C(=O)N/N=C/c2ccccc2OC)cc1	-9	-1	2.3	-4.1	-10	-9	2	-5	26
16	Cc1c(NC(=O)C2CCCN2S(=O)(=O)c2ccccc2)c(=O)n(-c2ccccc2)n1C (stereo not drawn)	6	-5	1.5	-1.8	-10	-7	0	-16	-8
17	COc1ccc(CCn2c(C)cc3c(c2=O)C(c2ccc4c(c2)OCO4)C(C#N)=C(N)O3)cc1OC (stereo not drawn)	-2	-1	-0.2	16*	-1	-4	-3	-3	12
18	COc1ccc(C(CNC(=O)c2ccc(-c3nc4ccccc4s3)o2)N2CCCC2)cc1 (stereo not drawn)	-3	-18	1.1	-0.5	-3	-11	0	-12	0
19	CCN(CC)C(=O)[C@H]1C[C@H](CC(=O)NCCCN(C)C)C(=O)N2CCc3c([nH]c4cc(CCC(=O)N(C)C)ccc34)[C@]12C	-4	11	0.7	0.4	-2	0	4	3	-8
20	COCCCNC(=O)c1ccc(Cn2c(=O)c3ccccc3n(Cc3ccccc3C)c2=O)cc1	2	6	1.3	0.0	-3	-2	1	16	7

3 of the entries above in order of their number in CendR NRP1 mod, highest first:
cpd	smiles	CendR NRP1 mod	PABP1 MLLE inh	MsrA inhibitor	TbMetRS inhib	MsrA act	eLon inh	MT1-MMP act inh	SKN-1 block
2	O=C(CO/N=C/c1ccccc1O)NNC(=O)c1ccccc1Cl	10	-5	2.5	-0.2	-2	4	1	18
4	Cc1ccc(OCc2nnc(SC(C)C(=O)O)n2Cc2ccccc2)cc1 (stereo not drawn)	4	-83	-0.4	-0.3	-2	-2	0	5
9	Cc1ccc(NC(=O)/C(=C\c2ccc3c(c2)OCO3)NC(=O)c2ccco2)cc1	-23	-3	4.5*	-1.4	-7	-4	-1	-26

MsrA inhibitor, entries above that show a hit
entry | SMILES | CendR NRP1 mod | PABP1 MLLE inh | MsrA inhibitor | TbMetRS inhib | MsrA act | eLon inh | MT1-MMP act inh | SKN-1 block
9 | Cc1ccc(NC(=O)/C(=C\c2ccc3c(c2)OCO3)NC(=O)c2ccco2)cc1 | -23 | -3 | 4.5* | -1.4 | -7 | -4 | -1 | -26

Continuation:
item	Compound	CendR NRP1 mod	PABP1 MLLE inh	MsrA inhibitor	TbMetRS inhib	MsrA act	eLon inh	MT1-MMP act inh	SKN-1 block	FAS-TE inh
21	COc1cc(C2C3C(=O)N(c4ccc(F)cc4)C(=O)C3ON2c2ccccc2)ccc1O (stereo not drawn)	22	-1	-0.8	0.7	-1	4	1	-13	4
22	Fc1ccccc1/C=N/NC(=S)Nc1ccc(Cl)cc1Cl	3	3	-0.5	-0.6	-3	0	-5	5	-5
23	CC(C)c1ccccc1OCC(=O)N1CCCCCCC1	-8	-2	-1.2	-0.6	-3	-10	-1	-6	5
24	O=C(CCC(=O)N1CCOc2ccccc21)N1CCCCC1	0	-6	-1.2	-0.3	-6	-3	1	-3	-12
25	CC1(C)[N+]([O-])=C2C(=[N+]([O-])C1(C)C)c1ccccc1/C2=N\O	-3	-4	1.5	0.0	-1	-4	1	11	-13
26	N#CCN(C(=O)COC(=O)C1CC2CCCC(C1)C2=O)c1ccccc1 (stereo not drawn)	-18	3	0.1	0.0	-1	-13	1	13	-6
27	O=C(NCCN1CCOCC1)c1cc(-c2ccc(Br)cc2)on1	1	0	-0.8	0.2	-4	7	0	8	-4
28	COc1ccc(C2C3=C(CC(C)(C)CC3=O)Nc3c2c(=O)[nH]c(=O)n3Cc2ccccc2)cc1 (stereo not drawn)	-11	0	1.6	-0.6	3	-19	-8	-5	1
29	O=C(c1ccc(F)cc1)N1CCN(C2CCC(c3ccccc3)CC2)CC1 (stereo not drawn)	5	-7	-1.2	-0.9	-7	1	-4	-5	-5
30	O=C(CSc1ccccc1)NN1C(=O)c2ccccc2C1=O	13	9	-1.2	-1.2	-5	5	5	-3	-4
31	COC(=O)c1c(NC(=O)c2ccco2)sc2c1CCN(C(C)=O)C2	-2	11	4.0	-0.7	-8	2	2	0	1
32	CSc1ccccc1NC(=O)CN(C)CC(=O)NCc1ccccc1	-14	-6	0.2	0.5	-4	5	1	-2	-2
33	CCOC(=O)C(NC(=O)CC)(Nc1sc2c(c1C(=O)OC)CCN(C)C2)C(F)(F)F (stereo not drawn)	7	2	-0.3	-0.3	-2	7	2	13	-6
34	CN(c1ccc(OCC(=O)NCc2cccnc2)cc1)S(=O)(=O)c1ccc(Cl)cc1	-9	0	1.1	-0.8	-7	2	2	-4	-2
35	Cc1ccc(N2CN(Cc3cccnc3)CNC2=S)cc1	0	-37	-0.1	-0.8	-5	3	0	-1	-2
36	O=C(NC1CC1)C1CCN(C2CCN(C(=O)/C=C/c3cccs3)CC2)CC1	-6	15	3.2	-0.5	-4	-1	0	7	-2
37	O=C(NCCN1CCOCC1)c1ccc2ccccc2c1	-26	-9	-0.3	-0.2	-1	-4	0	-9	-7
38	CCC(=O)N1CCc2cc(S(=O)(=O)N(C)c3ccc(OC)cc3OC)ccc21	12	18	0.2	-0.9	0	4	2	-7	1
39	C/C(=N/O)c1no[n+]([O-])c1/C(C)=N\O	2	-16	1.5	4.0	5	3	-2	9	-9
40	CSc1nc2nc(-c3ccc(F)cc3)c(CCN3CCN(C)CC3)cn2n1	8	11	0.8	0.1	-2	-1	2	9	-5
41	O=C(N/N=C/c1ccc(COc2ccc(Br)cc2)o1)c1ccc2c(c1)OCO2	4	5	2.4	-0.1	-8	-2	4	7	17
42	Cc1cc(C)c(N(CC(=O)NCc2ccccc2)C(=O)c2csnn2)c(C)c1	-3	12	0.5	-0.6	-2	-5	-2	14	3
43	N#CC1C(=O)NC(=O)C(C#N)C12CCCC2 (stereo not drawn)	-2	-3	-1.8	-0.3	1	-5	0	11	-4
44	O=C(NCCCn1ccnc1)NC(C(F)(F)F)C(F)(F)F	12	5	-0.1	-1.8	-13	-9	-6	-5	-7
45	Cn1c(SCC(=O)NC(C)(C)C)nnc1-c1cnccn1	4	-2	0.4	-0.5	-6	-3	-2	0	-8
46	Cc1ccccc1NC(=O)CSc1n[nH]c(-c2ccco2)n1	4	7	1.2	-0.1	-5	2	1	6	-4
47	COc1cc(C(=O)N2CCC(C(=O)Nc3cccc(C(C)=O)c3)CC2)cc(OC)c1OC	5	1	0.0	-0.2	1	0	2	-10	-3
48	CN(C)c1cccc(C(=O)NNC(=O)NC2CCCCC2)c1	-6	1	0.1	-0.1	-1	-12	-4	5	-10
49	Cc1ccc(Nc2nnc(SCC(=O)NC(Cc3c[nH]c4ccccc34)C(=O)O)s2)cc1 (stereo not drawn)	-9	-91	0.1	0.3	-3	0	-1	-11	-6
50	CC(C)n1c(SCC(=O)Nc2nc3ccccc3s2)nc2c1c(=O)n(C)c(=O)n2C	-1	-3	0.0	-1.0	2	-10	23	14	22
51	Cc1ccc(N2C(=O)c3ccccc3C2Nc2ccc(S(=O)(=O)N3CCOCC3)cc2)nc1 (stereo not drawn)	-5	9	2.6	0.0	-3	-7	-3	1	9
52	CCOC(=O)CC(=O)Nc1ccsc1C(N)=O	15	2	0.3	-0.2	-1	3	-1	9	-3
53	CCSC(=Nc1ccccc1)N1CCOCC1	4	9	-0.5	0.0	-2	1	0	22	-2
54	CCC1CCC2(CC1)NC(=O)N(CC(=O)Nc1cc(C)on1)C2=O (stereo not drawn)	-1	-3	-0.3	0.3	-3	0	-3	13	-2
55	CS(=O)(=O)N(CC(=O)Nc1ccc(F)cc1F)c1cccc([N+](=O)[O-])c1	12	2	-0.5	0.1	1	8	0	10	1
56	CC[C@H](C)[C@H](NC(=O)OCc1ccccc1)C(=O)OCC(=O)Nc1ccc(N2CCOCC2)cc1	10	-3	0.1	-0.1	-2	-11	-1	11	7
57	CCn1c(SCC(=O)N2CCOCC2)nc2ccccc21	-2	-3	0.5	2.2	-2	4	-3	13	0

Bioassay records from PubChem.
